Screening data (PubChem)
PLCg1 inh: PLC-gamma1 enzyme inhibitors, primary screen, biochemical, fluorescence, purified enzyme | 1-phosphatidylinositol 4,5-bisphosphate phosphodiesterase gamma-1 (Homo sapiens), P19174 | fluorogenic substrate | inhibition, % at 12.2 µM | 370,000 tested, 0.84% active | AID 720700, 2013; in the data active means inhibition above about 9.5%
ADAM17 inh: ADAM17 inhibitors, primary screen, biochemical, QFRET; Disintegrin and metalloproteinase domain-containing protein 17 (Homo sapiens), P78536; recombinant ADAM17, EDANS/DABCYL FRET peptide cleavage; inhibition, % at 6.95 µM; 370,000 tested, 0.83% active; AID 720648, 2013;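 active means inhibition above the mean of compounds lying between control limits plus 3 SD, set per campaign, cut at about 8.5% in these data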;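 further: 0% = DMSO-only wells as the low control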
DDE Tn7 FP inh: inhibitors of Tn7 peptide binding to fibrin DD(E), primary screen, biochemical, fluorescence polarization, human fibrin, Tn7 probe; Fibrinogen beta chain (Homo sapiens), P02675; FP displacement of FITC-Tn7 peptide from fibrin DD(E); 0% = median of compound wells per plate; inhibition, % at 8.3 µM; 370,000 tested, 0.13% active;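 active means inhibition above the mean of compounds falling within the control limits plus 3 SD of them, cut at about 14% in these data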;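 further: 0% = plate median of compound wells and 100% = 10 µM Aha-Tn7 peptide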
Target sequence (P02675 whole entry, looked up): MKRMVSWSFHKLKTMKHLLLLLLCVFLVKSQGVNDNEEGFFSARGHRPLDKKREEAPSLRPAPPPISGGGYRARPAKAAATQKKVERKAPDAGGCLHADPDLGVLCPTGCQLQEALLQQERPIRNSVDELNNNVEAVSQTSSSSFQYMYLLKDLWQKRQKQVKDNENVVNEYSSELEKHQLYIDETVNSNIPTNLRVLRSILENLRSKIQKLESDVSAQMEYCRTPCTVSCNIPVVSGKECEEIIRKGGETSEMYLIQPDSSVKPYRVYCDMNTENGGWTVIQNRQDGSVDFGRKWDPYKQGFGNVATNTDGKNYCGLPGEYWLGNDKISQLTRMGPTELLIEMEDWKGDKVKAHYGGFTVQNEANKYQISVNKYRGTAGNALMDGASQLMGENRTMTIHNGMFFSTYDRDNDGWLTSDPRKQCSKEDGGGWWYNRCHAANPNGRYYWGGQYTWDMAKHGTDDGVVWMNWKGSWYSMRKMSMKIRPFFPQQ
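assay system = human clot-derived fibrin DD(E) complex | quantity = Fibrin-DD(E) at 2 µM final | timing = 10 min preincubation, 3 h with tracer, room temperature | signal = fluorescence polarization | measure = percent inhibition | benchmarks = high control wells with 10 µM unlabelled Aha-Tn7 peptide (full inhibition) | replicates = singlicate testing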
Tn6 DDE FP: inhibitors of Tn6 peptide binding to fibrin DD(E), primary screen, biochemical, fluorescence polarization, human fibrin, Tn6 probe; Fibrinogen beta chain (Homo sapiens), P02675; Fibrin DD(E) TRITC-Tn6 fluorescence polarization displacement; inhibition, % at 8.3 µM; 370,000 tested, 0.21% active;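 active means inhibition above a per-campaign cutoff: mean of compounds within control limits plus 3 SD, cut at about 15% in these data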;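 further: 0% = median of all compound wells on the plate and 100% = blocking peptide control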
ADAM10 inh: human ADAM10 inhibitors, primary screen, biochemical, QFRET, HTS | inhibition, % at 7 µM | Disintegrin and metalloproteinase domain-containing protein 10 (Homo sapiens), O14672 | 370,000 tested, 0.62% active | recombinant ADAM10, EDANS/DABCYL FRET peptide cleavage, 3 h;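 active means inhibition above a per-campaign cutoff equal to the mean of compounds falling between control-based bounds plus 3 SD, cut at about 20% in these data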;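 further: 0% = DMSO wells while the 100% control is not disclosed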
ARFGAP1 inhibitor: inhibitors of rat ARFGAP1 GAP activity, primary screen, biochemical, fluorescence polarization, GDP tracer; ADP-ribosylation factor GTPase-activating protein 1 (Rattus norvegicus), Q62848; Arfgap1-stimulated ARF1 GTP hydrolysis, GDP FP detection; inhibition, % at 16.5 µM; 360,000 tested, 0.26% active;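 active means inhibition above a per-plate limit, mean inhibition of low control wells plus 3 SD, cut at about 25% in these data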;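 further: 0% = DMSO wells with enzyme and 100% = wells lacking Arfgap1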
Target sequence (Q62848 1-136 limits assumed): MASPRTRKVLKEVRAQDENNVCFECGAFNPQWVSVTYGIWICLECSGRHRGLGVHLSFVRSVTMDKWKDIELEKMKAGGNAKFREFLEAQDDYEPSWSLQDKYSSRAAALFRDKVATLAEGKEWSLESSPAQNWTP
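Material: rat Arfgap1 catalytic domain, aa 1-136; also added: human ARF1(Δ1-17)-GTP substrate; compound dosing: one concentration, 16.5 µM, DMSO 1.26%; incubation: GTP hydrolysis reaction 2 h at 25 °C; measured by: Tracer-displacement fluorescence polarization with EDTA stop, 620/688 nm; evaluation: % inhibition from polarization; repeats: one replicate per compound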
TDP2 absorb: human TDP2 enzyme inhibitors, primary screen, biochemical, epi absorbance, recombinant enzyme. T5PNP hydrolysis, p-nitrophenol absorbance 415 nm. inhibition, % at 12.8 µM. 370,000 tested, 0.34% active;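 active means inhibition above the mean of all tested compounds plus 3 SD, set per campaign, cut at about 25% in these data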;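 further: 0% = DMSO with enzyme and 100% = buffer with substrate but no TDP2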
Target sequence (O95551 whole entry, looked up): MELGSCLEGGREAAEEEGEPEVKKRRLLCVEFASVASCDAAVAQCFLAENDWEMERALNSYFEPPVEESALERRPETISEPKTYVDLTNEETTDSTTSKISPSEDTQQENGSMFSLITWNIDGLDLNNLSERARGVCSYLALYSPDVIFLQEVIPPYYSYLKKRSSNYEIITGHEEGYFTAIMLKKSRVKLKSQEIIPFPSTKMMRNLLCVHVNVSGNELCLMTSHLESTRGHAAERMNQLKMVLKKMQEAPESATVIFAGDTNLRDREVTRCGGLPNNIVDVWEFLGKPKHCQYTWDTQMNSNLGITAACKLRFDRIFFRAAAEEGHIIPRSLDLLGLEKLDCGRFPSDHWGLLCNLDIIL
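Test system: Human TDP2 enzyme | Reagent: 5 mM T5PNP | Compound dosing: 12.8 µM single point, 1% DMSO | Incubation: Enzyme reaction with compound for 2 h at 37 °C | Technique: p-Nitrophenol epi absorbance | Read-out: % inhibition relative to enzyme-containing and enzyme-free wells | Benchmarks: High control without enzyme, low control DMSO plus TDP2 | Replicates: Singlicate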
PLC-beta3 inh: human PLC-beta3 inhibitors, primary screen, biochemical, fluorescence; 370,000 tested, 0.18% active; Purified PLC-beta3, fluorogenic substrate; 1-phosphatidylinositol 4,5-bisphosphate phosphodiesterase beta-3 (Homo sapiens), Q01970; inhibition, % at 12.2 µM; in the data active means inhibition above about 11%;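 further: 0% = median of compound wells on plate and 100% = full blocker control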
SIAE inh: human SIAE inhibitors, primary screen, biochemical, fluorescence polarization, FP-Rh probe, 1536-well HTS. SIAE FP-Rh probe binding. inhibition, % at 9.66 µM. 370,000 tested, 0.69% active. Sialate O-acetylesterase (Homo sapiens), Q9HAT2;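 active means inhibition above a cutoff: mean of compounds within the control limits plus 3 SD of those, cut at about 17% in these data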;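 further: 0% = plate median of compound wells and 100% = probe without SIAE protein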
ASAP1 inh: inhibitors of human ASAP1 ArfGAP activity, primary screen, biochemical, fluorescence polarization; 360,000 tested, 0.19% active; AID 624377, 2012; ASAP1-stimulated ARF1 GTP hydrolysis, GDP FP detection; inhibition, % at 16.5 µM; in the data active means inhibition above about 25%;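 further: 0% = vehicle with enzyme and substrate and 100% = no enzyme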
* marks the source's active call; other numbers are inactive results; / = not tested or not shown.

entry	Structure	ADAM17 inh	DDE Tn7 FP inh	PLC-beta3 inh	ASAP1 inh	ADAM10 inh	PLCg1 inh	Tn6 DDE FP	ARFGAP1 inhibitor	TDP2 absorb	SIAE inh
1	O=C(O)C1CC=CCC1C(=O)Nc1ccc2c(c1)OCCO2 (stereo not given)	-4.1	3.7	-1.7	13.3	-7.4	-0.7	-4.3	-1.2	3.0	6.2
2	Cc1ccc(NC(=O)CN(C)S(=O)(=O)c2cccs2)cc1F	0.1	7.5	2.1	-6.4	5.7	0.3	11.1	0.7	-7.1	-7.8
3	c1ccc(CSc2ncn[nH]2)nc1	1.8	-0.3	-1.3	-12.8	-1.6	2.0	-9.0	-0.1	0.7	-3.0
4	CC[C@@]1(C(=O)OC)N[C@H](CN(C)C(=O)Nc2ccc(Cl)cc2)[C@@H]2C(=O)N(C)C(=O)[C@@H]21	-6.2	6.6	-2.0	4.9	-9.5	-1.4	-1.1	4.4	0.8	-2.9
5	N#CC(C(=O)c1ccco1)c1ccccn1 (stereo not given)	3.1	1.0	-14.9	-8.8	-10.2	-12.3	1.5	4.5	-5.2	-4.8
6	Cc1ccc2nc3c(c(Nc4cccc(O)c4)c2c1)CCC3	-1.9	-6.8	-6.8	19.8	-8.7	-4.0	3.7	-1.9	-11.1	2.6
7	CC1(C)N([O-])C(c2cccs2)=C[N+]1=O	5.2	2.8	1.1	-9.0	8.3	5.2	5.3	1.6	-7.8	10.2
8	C[C@H](CO)N1C[C@H](C)[C@@H](CN(C)C(=O)NC2CCCCC2)Oc2ccc(NC(=O)Cn3cnnn3)cc2C1=O	-3.5	4.7	-3.0	-1.1	-3.0	-4.0	1.6	-9.3	2.0	-1.9
9	Cc1cccc(C2=NN(c3ccccc3)[C@@H](C(=O)N3CCOC3=O)[C@@H]2c2ccc([N+](=O)[O-])cc2)c1	7.2	0.8	-10.4	4.9	13.4	-5.7	-2.2	6.1	10.4	3.0
10	O=C(NCCc1nc2ccccc2[nH]1)c1cccc(Br)c1	-2.4	4.7	0.9	-3.0	7.9	-0.5	5.1	24.9*	7.0	-3.9
11	CSc1ccccc1NC(=O)C1CCCO1 (stereo not given)	-2.2	6.3	1.6	1.8	-8.8	2.1	2.6	3.4	-0.8	1.2
12	Cc1ccc(S(=O)(=O)c2nc(S(=O)(=O)c3ccc(C)cc3)c(N3CCN(CCO)CC3)s2)cc1	2.8	1.6	-10.1	11.5	6.3	5.2	-9.6	5.9	-6.7	5.5
13	Cc1nc2ccc(F)cc2cc1C(=O)Nc1cccc(Cl)c1C	1.3	-2.4	0.3	1.6	7.1	4.1	6.1	9.1	-7.1	4.2
14	COC(=O)[C@H](C)N(CCc1cn(Cc2ccccc2)nn1)S(=O)(=O)c1ccccc1Br	-3.5	3.2	2.1	/	-12.6	2.7	-10.2	/	-2.1	-6.6
15	COc1cccc2cc(C(C)N(CCCN3CCOCC3)C(=S)Nc3cc(C)cc(C)c3)oc12 (stereo not given)	-0.1	-2.1	-3.0	-4.9	4.1	2.8	-10.6	-0.4	-3.0	-3.6
16	CCN(CCn1cccn1)Cc1c(C(=O)N2C[C@@H](C)O[C@@H](C)C2)nc2ccc(Cl)cn12	-0.8	-0.7	4.7	-6.4	6.8	-0.7	6.0	-6.5	-1.8	2.6
17	c1ccc(-n2nnc3ccccc32)nc1	-2.6	0.1	-2.2	4.4	-4.6	0.4	-8.0	-2.2	6.6	-3.4
18	c1ccc2cc(N3CCCCC3)ccc2c1	-0.8	-2.7	-0.4	10.3	2.0	-0.8	3.8	1.5	-2.6	0.3
19	COc1ccc(CCC(=O)NCc2cn3ccccc3n2)cc1	-8.8	-5.2	-14.2	-4.1	-10.8	-5.7	-5.9	-9.1	13.4	3.3
20	COc1cccc(NC(=O)c2ccccc2OCc2c(C)noc2C)c1	-3.1	4.6	-6.2	-7.4	-1.2	1.8	4.8	1.4	-8.2	1.4
21	CCOC(=O)CC1(NC(=O)c2cc(COc3cccc(OC)c3)on2)CCCCC1	1.5	4.8	-8.9	-6.0	-0.6	3.5	1.4	5.5	-10.9	-2.3
22	CC(=O)Nc1ccc(-c2csc(NCCc3ccccc3)n2)cc1	4.7	17.2*	-13.3	4.1	6.0	-7.4	6.5	11.5	10.1	11.3
23	CSc1nnc(Cc2cc(=O)[nH]c(=O)[nH]2)n1-c1cccc(C)c1	-1.0	-3.5	3.2	2.5	3.1	0.0	-4.9	-6.3	9.9	-2.0
24	COc1cccc(CC(NC(C)=O)C(=O)NC2CCN(c3nc(C)cc(C)c3C#N)CC2)c1 (stereo not given)	-30.9	1.8	-19.1	-3.4	-91.1	-17.1	1.4	-3.1	-2.9	3.9
25	CCc1c(Cl)nc(N)nc1Nc1ccccc1Cl	1.7	3.0	-6.8	7.6	3.9	1.9	-4.5	3.9	-7.1	-1.9

Structures listed so far with a furan ring, fused or not (2):
entry	Structure	ADAM17 inh	DDE Tn7 FP inh	PLC-beta3 inh	ASAP1 inh	ADAM10 inh	PLCg1 inh	Tn6 DDE FP	ARFGAP1 inhibitor	TDP2 absorb	SIAE inh
5	N#CC(C(=O)c1ccco1)c1ccccn1 (stereo not given)	3.1	1.0	-14.9	-8.8	-10.2	-12.3	1.5	4.5	-5.2	-4.8
15	COc1cccc2cc(C(C)N(CCCN3CCOCC3)C(=S)Nc3cc(C)cc(C)c3)oc12 (stereo not given)	-0.1	-2.1	-3.0	-4.9	4.1	2.8	-10.6	-0.4	-3.0	-3.6

(more compounds)
entry	Structure	ADAM17 inh	DDE Tn7 FP inh	PLC-beta3 inh	ASAP1 inh	ADAM10 inh	PLCg1 inh	Tn6 DDE FP	ARFGAP1 inhibitor	TDP2 absorb	SIAE inh
26	COc1ccc(OC)c(NC(=O)NCc2cccnc2)c1	-3.1	-0.9	-8.6	4.1	-11.3	3.3	3.9	16.9	4.7	-5.9
27	O=C(Nc1nc2ccc(F)cc2s1)C1CC(=O)N(c2ccc3c(c2)OCCO3)C1 (stereo not given)	-2.3	4.2	-11.2	-5.7	1.2	-7.0	-1.4	4.5	3.5	-6.2
28	Cc1c(CNC2CCC(C)CC2)c(C(=O)O)c(C)n1Cc1ccccc1 (stereo not given)	-0.7	-4.1	1.6	-4.0	-3.6	4.7	-2.4	5.3	-9.2	12.4
29	O=C(COC(=O)CNS(=O)(=O)/C=C/c1ccccc1)Nc1cc(S(=O)(=O)N2CCCCC2)ccc1Cl	-4.8	-3.0	-1.0	-3.1	-0.2	0.9	-0.6	11.4	3.7	-2.3
30	COC(=O)COc1cc(=O)oc2ccc(NS(=O)(=O)c3ccccc3)cc12	-6.8	-2.4	-88.6	-3.9	-4.6	-64.8	2.2	-1.0	7.9	-4.5
31	CCCCN1C(=O)CC(Nc2ccc(CC)cc2)C1=O (stereo not given)	-4.6	3.5	-2.2	6.4	10.5	-0.2	-5.0	4.9	-13.7	4.6
32	CCOC(=O)c1sc(-c2ccc(F)cc2)cc1N	-25.7	9.2	-32.4	12.5	-72.5	-18.7	3.1	5.2	2.3	7.4
33	COc1ccc(N2C(=O)CSC23C(=O)N2CCCc4cccc3c42)cc1 (stereo not given)	-2.9	0.5	-0.9	0.9	-0.2	2.6	-1.3	-9.7	-5.0	-1.5
34	CCOC(=O)C1=C(C)N(C[C@@H]2CC[C@@H](Cc3ccc(-c4ccccc4)cc3)O2)C(=O)NC1c1ccc(SCc2ccco2)c([N+](=O)[O-])c1 (stereo not given in full)	0.5	1.7	-1.7	-19.6	2.5	-1.8	2.1	5.7	14.4	-11.0
35	O=C(Nc1ccccc1F)C1CCCN1S(=O)(=O)c1ccc(Cl)cc1 (stereo not given)	-0.1	4.5	-7.8	-2.1	-19.4	-1.2	-1.8	7.0	-8.5	1.1
36	COc1ccccc1CNC(=O)Cc1ccc(C)cc1	-3.8	-0.7	-1.2	8.4	-4.4	1.3	-1.8	13.4	2.4	1.6
37	Nc1nc(SCC(=O)O)[nH]c(=O)c1NC(=O)c1ccccc1F	2.0	-1.5	4.3	2.2	0.9	-0.3	0.8	0.4	-8.7	1.1
38	Cc1ccc(NC(=O)CSC2=Nc3ccccc3C3CC=NN23)c(C)c1 (stereo not given)	-3.5	-0.7	-0.7	-6.8	-5.5	1.9	-7.5	6.5	1.1	2.5
39	C[C@@H]1C=C(C(=O)N2CCOCC2)O[C@H](OCc2ccc(CO)cc2)C1	-1.5	-1.8	0.2	-0.2	1.1	-1.4	7.5	18.7	-8.7	-4.2
40	C=CCC[C@@H](CCCCC)OC(=O)/C=C/[C@H](O)[C@@H](O)C[C@@H](O)CC=C	2.5	0.1	4.4	-14.6	1.3	-0.6	5.5	2.8	-7.8	-0.8
41	COc1cc(C(=O)OCC#N)ccc1OCc1c(C)noc1C	-0.1	-1.8	-5.5	-8.5	5.6	4.3	0.3	5.2	-8.9	1.9
42	COC(=O)CSC1=C(C#N)C(c2ccccc2F)CC(=O)N1 (stereo not given)	-1.5	-3.2	-3.1	11.1	-14.7	-1.6	0.1	-2.4	1.8	-3.6
43	O=C(CN1CCc2ccccc21)Nc1ccc2c(c1)OCO2	-2.3	-3.5	-0.2	-0.8	0.4	0.3	-4.7	3.5	1.7	3.6
44	O=C(COc1ccccc1Cl)Nc1cc(Cl)ccc1Oc1ccccc1	-1.1	0.1	1.8	1.8	-5.3	2.8	-1.1	2.1	-11.7	5.7
45	Cc1ccc(C2NC(=S)NC3=C2C(=O)CC(C)(C)C3)cc1 (stereo not given)	-2.2	2.4	3.3	2.3	-15.4	-0.2	-2.2	-5.5	3.6	4.9
46	Cc1cc(Cl)ccc1NNC(=O)c1cccs1	-1.5	-2.1	-6.4	-4.7	-0.8	1.0	-2.5	-5.6	13.2	4.8
47	CCOC(=O)c1c(C)oc2ccc(OCC(=O)C(C)(C)C)cc12	-0.1	-3.7	4.1	1.3	6.9	4.8	-4.4	-3.5	0.1	-0.7
